# High-throughput results deposited in PubChem by several laboratories.
# sEH act = increases human soluble epoxide hydrolase activity | P34913 | purified human sEH enzymatic activity, activator screen | activation, % at 2 µM | actives 0.04% (n = 91,000) | AID 717; in the data active = activation above about 37%; also: values of inactives mirror those of a sister screen read the other way
# PostGolgi ctrl = yeast control strain growth, post-Golgi counter-screen; efflux-deficient yeast background strain, growth absorbance A615, 16 h; inhibition, % at 10 µM; actives 5% (n = 98,000)
# CD11b adhes inh = inhibitors of human CD11b/CD18 binding to fibrinogen; P05107+P11215; K562 CD11b/CD18 adhesion to fibrinogen, ATPlite luminescence; Mn2+ added to activate the integrin; inhibition, % at 10 µM; actives 0.54% (n = 93,000);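 active = primary inhibition of 50% or more at 10 µM, then 40% or more on retest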; also: some results filed as inactive read as strong as hits
# S1P2 ag = activates the human S1P2 receptor | S1P2-expressing cell line, agonist reporter read-out | activation, % at 4.5 µM | O95136 | AID 729 | actives 0.46% (n = 97,000); in the data active = activation above about 16%;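 also: 0% = vehicle low control and 100% = maximal reference agonist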
# Target sequence (O95136 whole entry, looked up): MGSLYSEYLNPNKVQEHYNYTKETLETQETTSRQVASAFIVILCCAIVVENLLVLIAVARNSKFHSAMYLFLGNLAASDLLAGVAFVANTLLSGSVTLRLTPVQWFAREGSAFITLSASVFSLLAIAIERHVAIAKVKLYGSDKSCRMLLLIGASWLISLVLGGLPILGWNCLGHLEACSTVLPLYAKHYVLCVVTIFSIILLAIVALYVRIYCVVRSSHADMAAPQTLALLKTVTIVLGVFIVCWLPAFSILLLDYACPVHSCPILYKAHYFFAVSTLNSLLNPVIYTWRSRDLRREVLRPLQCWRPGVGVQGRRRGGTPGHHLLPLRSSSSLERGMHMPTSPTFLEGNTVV
# S1P2 blocker = blocks the human S1P2 receptor; O95136; cell-based S1P2 antagonist assay, inhibition at 5 uM; inhibition, % at 5 µM; actives 0.21% (n = 97,000); AID 736; in the data active = inhibition above about 45%;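 also: CRE beta-lactamase reporter cells expressing human S1P2 stimulated with S1P; 0% = agonist at EC80 alone and 100% = agonist plus reference antagonist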
# sEH inhibitor = soluble epoxide hydrolase (human) inhibition; P34913; recombinant human sEH enzymatic activity assay; inhibition, % at 2 µM; actives 0.34% (n = 91,000); AID 707; in the data active = inhibition above about 80%; also: values of inactives mirror those of a sister screen read the other way; many of its hits are not listed in these tables
# E coli WT exp = blocks growth of wild type E. coli BW25113; OD600 absorbance; growth inhibition, % at 100 µM; actives 0.15% (n = 98,000); AID 710;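 active = growth inhibition above about 50% at one test dose, limit read from the data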;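 also: growth measured after 20 h incubation at 37 °C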
# PLAP act = human PLAP activation; P05187; purified PLAP enzyme, luminescent substrate read-out; active compounds read high; activation fold at 20 µM; actives 1.2% (n = 96,000); AID 696; in the data active = activation fold above about 2
# Target sequence (P05187 whole entry, looked up): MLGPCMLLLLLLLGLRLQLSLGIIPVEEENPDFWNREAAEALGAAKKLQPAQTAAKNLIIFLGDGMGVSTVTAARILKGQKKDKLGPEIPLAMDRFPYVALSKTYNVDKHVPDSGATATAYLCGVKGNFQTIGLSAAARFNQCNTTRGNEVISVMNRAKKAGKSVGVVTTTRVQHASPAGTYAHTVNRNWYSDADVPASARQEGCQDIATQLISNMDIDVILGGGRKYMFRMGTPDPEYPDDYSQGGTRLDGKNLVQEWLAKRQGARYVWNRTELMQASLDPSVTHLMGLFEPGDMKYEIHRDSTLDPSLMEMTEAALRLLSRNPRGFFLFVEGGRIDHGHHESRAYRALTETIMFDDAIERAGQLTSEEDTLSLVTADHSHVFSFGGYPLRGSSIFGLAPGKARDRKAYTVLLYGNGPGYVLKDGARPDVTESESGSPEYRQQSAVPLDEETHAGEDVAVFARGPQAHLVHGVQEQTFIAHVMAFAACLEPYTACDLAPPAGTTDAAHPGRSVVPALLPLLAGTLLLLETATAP
# PostGolgi yeast = growth inhibition of a yeast mutant, post-Golgi transport screen | post-Golgi transport phenotypic cell assay | inhibition, % at 10 µM | actives 0.9% (n = 98,000);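 also: yeast cells grown in 1536-well plates; yeast grown about 18 h at 30C before absorbance read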
# The depositor's hits bear a star; · = not tested or not shown. Rule as the data show it, unless noted: active = inhibition above about 30%; inactive = the rest.
SMILES,sEH act,PostGolgi ctrl,CD11b adhes inh,S1P2 ag,S1P2 blocker,sEH inhibitor,E coli WT exp,PLAP act,PostGolgi yeast
COc1cc(NC(=O)c2ccco2)c(OC)cc1NC(=O)CSc1nnc(-c2cccs2)n1C,·,-2,-14,-1,-15,·,5,1.6,15
Cc1ccc(OCc2nnc(SCC(=O)Nc3nccs3)n2-c2ccccc2)cc1C,-16,1,-2,-2,-16,18,1,0.8,-4
O=S(=O)(Nc1nc2c(s1)CCCC2)c1ccc2ccccc2c1,9,7,2,-5,-16,-9,4,1,8
O=C1c2ccccc2C(=O)N1C/C=C/CN1C(=O)c2ccccc2C1=O,8,2,-7,-4,9,-7,-1,0.8,8
C=CCOc1c(Cl)cc(CNc2ccc(C)c(Cl)c2)cc1OC,-10,30,34,-4,-2,12,0,0.5,16
Cc1cc(-c2nnc(SCC(=O)Nc3ccccc3C(F)(F)F)o2)c(C)n1-c1ccccc1,-2,12,-1,-2,-11,1,-1,1.2,-1
CS(=O)(=O)N(CC(=O)NC1CCCC1)c1cccc(F)c1,-10,-13,-1,-6,10,10,4,1,-5
Cc1cccc(NS(=O)(=O)c2cccc3nsnc23)c1,4,3,·,-1,2,-1,7,0.9,-15
O=C1C2C3c4ccccc4C(c4ccccc43)C2C(=O)N1CN1CCOCC1 (stereo not drawn),-10,4,-10,-4,26,9,5,0.9,-2
Cc1ccc2nc3c(cc(C(=O)NCC4CCCO4)n3C)c(=O)n2c1 (stereo not drawn),·,-1,·,-1,7,·,2,·,2
CC(=O)c1c(C)[nH]c(C(=O)N2CCc3ccccc32)c1C,-13,21,-8,0,-1,13,3,1.1,-2
COc1ccc(N2CCN(C(c3cccs3)c3nnnn3C3CCCC3)CC2)cc1 (stereo not drawn),-12,78*,-8,-1,-5,13,-7,1.1,13
COc1ccccc1-c1cc2nc(C)c(CCC(=O)NC(C)CCc3ccco3)c(C)n2n1 (stereo not drawn),-8,37*,-1,-2,5,6,0,1.6,2
COc1ccc(-c2cc(=O)oc3c(C)c(OCc4nn[nH]n4)ccc23)cc1,-3,-5,-10,-5,6,3,-2,1.7,1
Cc1cccc(C2CC(c3ccccc3)Nc3ncnn32)c1 (stereo not drawn),9,6,-5,·,·,-4,5,1.1,3
CC(C)CSc1nc2ccccc2c(=O)[nH]1,9,11,-2,-4,8,-6,-1,1,1
N#Cc1ccccc1CSc1nc(N2CCCCC2)nc(N2CCCCC2)n1,-5,2,0,-2,-8,3,-24,0.7,-3
Clc1ccc(-n2ncc3c(NCc4ccccn4)ncnc32)cc1,9,32*,·,0,10,-8,-3,·,-3
CC(C)N=C(NC#N)SCc1ccc(F)cc1,2,9,14,-8,-10,1,0,0.9,2
N#CC1=C(N)SC(N)=C(C#N)C1c1cccc(O)c1,4,15,·,-6,20,-4,1,1.1,-18

# Looked up by structure from above (three):
SMILES,sEH act,PostGolgi ctrl,CD11b adhes inh,S1P2 ag,S1P2 blocker,sEH inhibitor,E coli WT exp,PLAP act,PostGolgi yeast
COc1cc(NC(=O)c2ccco2)c(OC)cc1NC(=O)CSc1nnc(-c2cccs2)n1C,·,-2,-14,-1,-15,·,5,1.6,15
O=C1C2C3c4ccccc4C(c4ccccc43)C2C(=O)N1CN1CCOCC1 (stereo not drawn),-10,4,-10,-4,26,9,5,0.9,-2
O=S(=O)(Nc1nc2c(s1)CCCC2)c1ccc2ccccc2c1,9,7,2,-5,-16,-9,4,1,8

# More structures:
SMILES,sEH act,PostGolgi ctrl,CD11b adhes inh,S1P2 ag,S1P2 blocker,sEH inhibitor,E coli WT exp,PLAP act,PostGolgi yeast
COC(=O)NNC(=O)COc1ccc(Cl)cc1,10,10,-11,-1,2,-8,7,1,20
CN(Cc1c(F)cccc1Cl)c1nnnn1-c1ccccc1,11,6,5,-2,5,-10,-6,0.9,-8
Cc1noc(NS(=O)(=O)c2ccc(N3C(=O)c4ccccc4C3=O)cc2)c1C,0,4,-31,-4,10,-6,2,0.9,2
CCN(CC)C(=O)CSc1nnc(-c2ccc(O)cc2)n1CC1CCCO1 (stereo not drawn),-4,7,6,-6,-16,6,0,1,4
O=C1NC2(CCCc3ccccc32)C(=O)N1CCOc1ccc(Br)cc1 (stereo not drawn),-8,0,-2,-5,6,11,4,0.8,16
CCOc1ccccc1NC(=O)CN(c1ccc(C)cc1)S(=O)(=O)c1c(C)noc1C,12,39*,-19,-3,-3,-13,-18,0.9,-2
Cn1c(=O)n(C)c2cc(S(=O)(=O)O)ccc21,-11,1,-17,-1,17,11,-1,0.9,-15
CC(C)C(C)(C#N)NC(=O)CSc1nnc(-c2ccncc2)n1Cc1ccccc1 (stereo not drawn),-5,19,-14,-2,1,5,4,1.4,2
CCCOc1ccc(C2c3c(oc4ccccc4c3=O)C(=O)N2CCN(CC)CC)cc1OC (stereo not drawn),-8,-1,-8,-8,15,9,7,1.6,-2
COc1ccc(C2=NOC(C(=O)NC3CCCCC3)C2)cc1OC (stereo not drawn),8,3,-22,-2,-24,-3,4,0.8,-12
CC(C)C(=O)NC(=S)Nc1ccc(S(=O)(=O)N(C)Cc2ccccc2)cc1,-21,10,36,-5,7,22,-5,1,6
COC(=O)c1cccc(S(=O)(=O)N(Cc2ccco2)Cc2cc3ccc(OC)cc3[nH]c2=O)c1,7,6,15,-9,31,-3,-6,1.2,15
COc1ccc(-c2cccc(C(=O)NCC(=O)O)c2)cc1,-2,7,-38,-6,-10,0,-13,1.3,-7
Cc1cc(N2C(=O)CCC2=O)n(-c2ccccc2)n1,-10,-2,-26,-3,-13,8,-4,0.9,7
COc1cc(NS(=O)(=O)c2cccc3nsnc23)c(C(=O)O)cc1OC,24,20,-17,0,2,-26,4,1.4,4
CCN(CC)C(=O)C1CCCN(C/C(C)=C/c2ccccc2)C1 (stereo not drawn),·,5,6,-4,-7,·,-14,1.4,2
CC1=C(C)CC(C(=O)NCC(=O)c2ccccc2)C(C(=O)O)C1 (stereo not drawn),6,6,-18,-2,-3,-8,-2,1.6,-4
O=C(Cn1c(=O)oc2cc(S(=O)(=O)N3CCCC3)ccc21)Nc1ccc(C(F)(F)F)cc1,-38,3,-7,-4,-6,38,-4,1,-10
COc1cccc(C2CC(c3cccs3)=NN2C(=S)Nc2ccccc2)c1OC (stereo not drawn),-7,10,8,3,9,7,-13,1.1,-1
CC(C)(C)NC(=O)Cn1c(=O)oc2ccc(Cl)cc21,-12,-8,·,-4,14,12,9,·,1

# Entries of single compounds as entered above:
# Record of COc1cc(NS(=O)(=O)c2cccc3nsnc23)c(C(=O)O)cc1OC = sEH act: 24; PostGolgi ctrl: 20; CD11b adhes inh: -17; S1P2 ag: 0; S1P2 blocker: 2; sEH inhibitor: -26; E coli WT exp: 4; PLAP act: 1.4; PostGolgi yeast: 4
# Record of COC(=O)c1cccc(S(=O)(=O)N(Cc2ccco2)Cc2cc3ccc(OC)cc3[nH]c2=O)c1 = sEH act: 7; PostGolgi ctrl: 6; CD11b adhes inh: 15; S1P2 ag: -9; S1P2 blocker: 31; sEH inhibitor: -3; E coli WT exp: -6; PLAP act: 1.2; PostGolgi yeast: 15
# Record of O=C1NC2(CCCc3ccccc32)C(=O)N1CCOc1ccc(Br)cc1 (stereo not drawn) = sEH act: -8; PostGolgi ctrl: 0; CD11b adhes inh: -2; S1P2 ag: -5; S1P2 blocker: 6; sEH inhibitor: 11; E coli WT exp: 4; PLAP act: 0.8; PostGolgi yeast: 16

# (cont.)
SMILES,sEH act,PostGolgi ctrl,CD11b adhes inh,S1P2 ag,S1P2 blocker,sEH inhibitor,E coli WT exp,PLAP act,PostGolgi yeast
CCOC(=O)c1oc2ccc(CNCCO)c(Cl)c2c1C,-1,5,-7,-3,-3,3,8,1.5,8
Cc1ccccc1C(=O)N1CCCN(C(=O)c2ccccc2C)CC1,8,5,-5,-3,2,-5,-1,1.1,10
O=C1N=C(N2CCOCC2)S/C1=C/c1ccc(-c2ccccc2Cl)o1,7,7,-8,2,-28,-4,-8,1.1,7
COc1ccc(N(CC(=O)Nc2nccs2)S(=O)(=O)c2c(C)nn(C)c2C)cc1,-6,-5,-18,-5,1,8,-3,1.1,0
CC/C(=N\NC(=O)CSCc1ccccc1Br)c1ccc2c(c1)OCCO2,2,4,10,-5,10,-3,-13,0.8,4
CSc1ccccc1NC(=O)Cn1c(-c2cscn2)nc2ccccc21,-8,0,-18,-5,-1,6,1,0.8,-2
CSc1ncc(Cl)c(C(=O)Nc2nnc(SC/C=C/c3ccccc3)s2)n1,-1,12,18,-3,8,-1,-28,2.3*,2
COc1ccc(OC)c(Nc2nc(N)nc(-c3cc4ccccc4o3)n2)c1,-2,6,8,0,19,3,-4,0.8,-5
COCCN1C(=O)c2ccc(C(=O)Nc3nccs3)cc2C1=O,-4,1,-3,-2,-6,6,6,0.9,10
CCOCCCn1c(=NC(C)=O)c(C(=O)OCC)cc2c(=O)n3ccccc3nc21,16,-1,-10,19*,-40,-13,0,1.1,0
CN(C)S(=O)(=O)N1CCCN(S(=O)(=O)N(C)C)CC1,8,12,-16,-4,18,-11,-7,0.9,-4
Cc1ccc(-c2cc(C(=O)Nc3cc(C)ccc3C)[nH]n2)c(O)c1,-10,·,·,-4,-10,12,·,·,·
Cc1c(NC(=S)NC(=O)Cc2ccccc2)cccc1C(=O)O,-8,20,-8,-2,-3,11,-11,0.9,-3
Cc1c(C)n(C(=O)CSc2nc3ccccc3[nH]2)c2ccccc12,16,31*,-18,-6,-2,-20,-8,1.5,-2
COc1cc(CO)cc(Br)c1OCc1cccnc1,·,2,2,·,·,·,1,0.9,-1
CCN(CC)CCCN1C(=O)CSC1c1ccc2c(c1)OCO2 (stereo not drawn),23,5,-5,-2,-15,-24,4,1,-3
O=C(Nc1cc(C(F)(F)F)ccc1N1CCOCC1)c1ccccc1F,4,11,·,-1,-7,-3,1,1,0
CCOc1ccc2[nH]cc(C(=O)O)c(=O)c2c1,9,-5,8,-9,7,-8,5,1.1,-3
CSc1nnc(-c2cc3ccccc3cc2O)n1C,2,9,0,-4,13,-1,6,1.1,-8
Cc1nn(-c2cccc(Cl)c2)c2nc(-c3ccco3)cc(C(=O)O)c12,14,5,14,-1,1,-12,1,1.6,-5
Cc1c(NC(=O)CN2CCN(C(=O)c3ccco3)CC2)c(=O)n(-c2ccccc2)n1C,·,1,·,1,-1,·,-3,1.1,3
COc1ccc(CC(=O)Nc2c3c(nn2-c2ccccc2C)CS(=O)C3)cc1 (stereo not drawn),17,·,·,-2,-25,-16,·,·,·
Cc1nc2ccc(NC(=O)c3cccc(C(F)(F)F)c3)cc2o1,-3,-2,-52,-10,-3,3,6,0.8,14
Cc1cccc(NC(=O)CSc2nc3c(c(=O)[nH]2)CCCC3)c1C,17,-3,5,-4,0,-17,3,1.1,3
Fc1ccccc1COc1ccc(-c2nnn(Cc3ccccc3F)n2)cc1,-7,4,3,0,-11,8,-13,0.6,-1
COc1ccc(N2CCN(C(=O)CSc3ncnc4c3cnn4-c3ccccc3C)CC2)cc1,-9,-6,-36,2,-4,9,0,1,-4
O=C(Nc1ccccc1O)c1cc(S(=O)(=O)N2CCOCC2)ccc1Cl,-9,21,·,-6,17,10,7,1.1,-7
CCOc1ccc(-n2cc(C(=O)NC(C)C)c3cc(OC)c(OC)cc3c2=O)cc1,23,4,-14,-5,18,-23,8,1.2,-4
Cc1csc(NC(=O)CCn2c(=O)oc3ccccc32)n1,-2,-1,·,-3,0,4,8,·,-4
CCCC(=O)N1c2ccccc2NC2=C(C(=O)CCC2)C1c1ccc(F)cc1 (stereo not drawn),-1,5,-29,-1,-3,6,-3,1.5,0
C=CCSc1nc(=O)n2cccc(C)c2n1,-10,-2,-30,-6,-11,8,-11,0.9,7
CCN(C(=O)c1ccccc1Cl)c1ccccc1,-7,5,-8,-4,2,9,5,1,-6
Clc1ccc(N2N=C(c3cccs3)CC2c2ccco2)cc1 (stereo not drawn),28,12,·,102*,-78,-24,-19,1.1,-1
CCOC(=O)c1ccc(N2C(=O)CC(NC3CCN(C(=O)c4ccc(F)cc4)CC3)C2=O)cc1 (stereo not drawn),2,3,-21,-5,12,-1,3,1.5,5
COc1ccc(C(CNC(=O)c2cccc(Br)c2)N2CCCC2)cc1 (stereo not drawn),-14,24,-13,-7,17,16,-2,1,8
CCCCn1c(SCC(=O)NCc2ccco2)nc2c(sc3ccccc32)c1=O,4,1,54*,-5,18,-7,-3,1,-12
COc1cccc(C(=O)Nc2ccccc2N2CCOCC2)c1,-4,9,-35,-2,-15,8,-5,1,-4
CC1(C)NC(=O)N(CC(O)CN2CCOCC2)C1=O (stereo not drawn),-6,0,-2,-6,5,6,3,0.9,15
OC(C#CCN1CCOCC1)c1cccs1 (stereo not drawn),·,11,4,-6,6,·,-1,1.2,2
